Screening data from PubChem BioAssay.
Vif-A3F inh: qHTS for Inhibitors of Vif-A3F Interactions: qHTS | HeLa A3F-eYFP + Vif (tagged APOBEC3F with the HIV-1 protein that degrades it), YFP fluorescence increase | Potency, µM (series often up to 46.1 µM), inactives show top-dose activity, negative = active | 390,000 compounds, 0.2% hits | AID 602313, 2012; further: potency means the concentration at half of the fitted maximal effect; % of control where 0% means no effect; nearly all actives have a fitted effect of over 65% in size
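Fluorescence increase (Ex 488/Em 500-530) after overnight compound treatment at 37 deg C flags inhibition of Vif-driven A3F-eYFP loss in stable HeLa A3F-eYFP/Vif cells seeded overnight beforehand.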
TrxR1 inh: qHTS Assay for Inhibitors of Mammalian Selenoprotein Thioredoxin Reductase 1 (TrxR1): qHTS | Potency, µM (top dose mostly 114 µM), for inactives: at the highest dose activity change, negative = inhibition, actives largely listed as inhibitors | 390,000 compounds, 1% hits | recombinant rTrxR1, NADPH fluorescence consumption, selenite substrate; further: potency means the concentration at half of the fitted maximal effect; on the % scale 0 is the no-effect control and ±100 the full control effect; nearly all actives have a fitted effect of over 65% in size
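Rat TrxR1 (90 nM in the dispensed reagent) was pre-reduced with 400 uM NADPH for 5 min at room temperature, then incubated with compound for 15 min. After 400 uM selenite was added, NADPH fluorescence (Ex 340/Em 450 nm) was followed for 8 min.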
mIDH1 inhibitor: qHTS for Inhibitors of mutant isocitrate dehydrogenase 1 (IDH1): qHTS. 390,000 compounds, 0.093% hits. IDH1-R132H enzyme, NADPH consumption, diaphorase/resazurin fluorescence. AID 602179, 2012. Potency, µM (highest dose often 76.6 µM), inactives show at the top dose activity change, negative = inhibition, usual class: inhibitors. Isocitrate dehydrogenase [NADP] cytoplasmic (Homo sapiens), O75874; further: potency means the concentration at half of the fitted maximal effect; on the % scale 0 is the no-effect control and ±100 the full control effect; nearly all actives have a fitted effect of over 65% in size
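IDH1-R132H (0.5 ug/mL) preincubated 30 min with compound, then NADPH (0.016 mM) and alpha-KG (2 mM) added; 80 min at RT, pH 7.5. Remaining NADPH coupled via diaphorase/resazurin to fluorescence (540/590 nm); concentration-response curves normalized to no-enzyme control.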
LDHA block: qHTS assay for inhibitors of human lactate dehydrogenase; L-lactate dehydrogenase A chain (Homo sapiens), P00338; purified LDHA, NADH/diaphorase-resazurin fluorescence; hits give low values; activity change, % (values are at about 110 or 230 µM); 480,000 compounds, 0.15% hits; in the data active means activity change below about -30%; inconclusive means mostly about -25% to -30%;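 further: plate controls were DMSO wells for no effect and wells without enzyme for full effect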
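LDH5 2 nM; NADH 0.06 mM, pyruvate 0.2 mM; 200 mM Tris pH 7.4, EDTA, Tween-20; 5 min RT. Detection: diaphorase 0.133 mg/mL + resazurin 37 µM, fluorescence ex540/em590 at 0 and 20 min; normalized to enzyme-free and DMSO wells.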
TrxR1 substrate: qHTS Assay for Substrates of Mammalian Selenoprotein Thioredoxin Reductase 1 (TrxR1): qHTS; AID 588456, 2011; Thioredoxin reductase 1, cytoplasmic (Rattus norvegicus), O89049; purified TrxR1 substrate turnover, NADPH consumption readout; 390,000 compounds, 0.01% hits; Potency, µM (doses to about 114 µM), inactives show at the highest dose activity change, negative = substrate turnover; further: potency means the concentration at half of the fitted maximal effect; on the % scale 0 is the no-effect control and ±100 the full control effect; nearly all actives have a fitted effect of over 50% in size
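Rat TrxR1, dispensed at 90 nM, was prereduced with 400 uM NADPH (final) for 5 min at ~22 deg C, then incubated with compound 15 min before 400 uM selenite. A first-read NADPH fluorescence drop versus no-compound background flagged substrates.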
RGS4 inh: Inhibitors of Regulator of G Protein Signaling (RGS) 4: qHTS; Potency, µM (doses to about 114 µM), inactives show top-dose activity change, negative = inhibition, hits mostly inhibitors; Transcreener GDP fluorescence polarization, RGS4-accelerated GTP hydrolysis; 390,000 compounds, 0.039% hits; Regulator of G-protein signaling 4 (Homo sapiens), P49798; AID 504845, 2011; further: potency means the concentration at half of the fitted maximal effect; on the % scale 0 is the no-effect control and ±100 the full control effect; nearly all actives have a fitted effect of over 75% in size; some results filed as inactive show a strong effect at the top dose
Target sequence (P49798 whole entry, looked up): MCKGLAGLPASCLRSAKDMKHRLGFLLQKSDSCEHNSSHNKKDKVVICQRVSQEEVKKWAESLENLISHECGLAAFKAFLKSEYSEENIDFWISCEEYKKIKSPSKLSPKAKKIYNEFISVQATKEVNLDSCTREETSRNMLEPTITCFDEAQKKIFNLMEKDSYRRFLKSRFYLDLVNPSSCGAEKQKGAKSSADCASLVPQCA
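MLSMR compounds (23 nl, pin-transferred) preincubated 10 min at room temperature with a 500nM (2x) first reagent, then RGS4 at 900nM (2x) plus Transcreener GDP mix added; fluorescence polarization (620/688 nm) read before and after 90 min at 30 °C.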
GRP78 ERSR act: qHTS for Inducers of the Endoplasmic Reticulum Stress Response (ERSR) in Human Glioma: qHTS; Potency, µM, for inactives: at the highest dose activation, usual class: activators; 420,000 compounds, 0.02% hits; U87-MG GRP78 promoter luciferase reporter, 16 h; AID 602332, 2012; further: potency means the concentration at half of the fitted maximal effect; series mostly up to about 76 µM; % of control where 0% means no effect; nearly all actives have a fitted effect of over 35% in size
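Stably transfected U87-MG human glioma cells carrying a GRP78-based luminescent sensor were seeded at 1000 cells/well, pin-dosed with compounds and incubated 16 h. Luciferase reagent was then added, and end-point luminescence was read after 10 min at room temperature.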
Vif-A3G inh: qHTS for Inhibitors of Vif-A3G Interactions: qHTS; DNA dC->dU-editing enzyme APOBEC-3G (Homo sapiens), Q9HC16; HeLa A3G-eYFP + Vif (tagged APOBEC3G with the HIV-1 protein that degrades it), YFP fluorescence, overnight; Potency, µM (highest dose often 46.1 µM), for the others: at the top dose activity, negative = active, actives largely listed as inhibitors; 410,000 compounds, 0.076% hits; AID 602310, 2012;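 further: potency means the concentration at half of the fitted maximal effect; on the % scale 0 is the no-effect control and ±100 the full control effect; nearly all actives have a fitted effect of over 60% in size; hits raise eYFP signal because A3G escapes Vif-driven loss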
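Read-out is eYFP fluorescence (Ex 488/Em 500-530) from Vif-expressing HeLa A3G-eYFP cells; more signal means A3G escaped Vif-mediated degradation. Cells plated overnight, compound pinned in, incubated overnight at 37 deg C.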
USP1-UAF1 inh: Inhibitors of USP1/UAF1: Primary Screen | Ubiquitin carboxyl-terminal hydrolase 1 (Homo sapiens), O94782 | recombinant USP1/UAF1, Ub-Rhodamine cleavage fluorescence | Potency, µM (series often up to 57.1 µM), for the others: at the highest dose activity change, negative = inhibition, usual class: inhibitors | 390,000 compounds, 0.23% hits; further: potency means the concentration at half of the fitted maximal effect; on the % scale 0 is the no-effect control and ±100 the full control effect; nearly all actives have a fitted effect of over 60% in size; inactives centre near -12
Target sequence (O94782 whole entry, looked up): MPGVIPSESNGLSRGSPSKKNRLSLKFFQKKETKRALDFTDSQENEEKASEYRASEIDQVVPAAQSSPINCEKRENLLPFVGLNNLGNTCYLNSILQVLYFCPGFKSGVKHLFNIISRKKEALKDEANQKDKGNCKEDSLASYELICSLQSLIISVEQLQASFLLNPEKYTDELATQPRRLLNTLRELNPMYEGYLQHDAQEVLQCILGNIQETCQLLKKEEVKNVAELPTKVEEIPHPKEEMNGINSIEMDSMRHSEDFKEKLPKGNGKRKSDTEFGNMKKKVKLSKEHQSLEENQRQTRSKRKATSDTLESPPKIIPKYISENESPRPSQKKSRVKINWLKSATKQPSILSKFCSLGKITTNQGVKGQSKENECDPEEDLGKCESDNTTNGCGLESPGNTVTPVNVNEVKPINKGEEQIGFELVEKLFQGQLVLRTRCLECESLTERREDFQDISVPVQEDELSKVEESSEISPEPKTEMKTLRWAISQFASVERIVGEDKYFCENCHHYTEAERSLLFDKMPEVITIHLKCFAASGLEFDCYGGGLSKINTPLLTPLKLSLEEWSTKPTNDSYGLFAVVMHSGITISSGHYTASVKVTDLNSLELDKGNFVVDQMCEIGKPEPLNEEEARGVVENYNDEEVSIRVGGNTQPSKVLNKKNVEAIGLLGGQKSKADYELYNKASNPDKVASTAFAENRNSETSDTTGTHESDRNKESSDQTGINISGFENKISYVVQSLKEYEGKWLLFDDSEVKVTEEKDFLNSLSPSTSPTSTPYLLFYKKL
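In this screen, compounds sit with the deubiquitinase complex (1nM) for 15 min at room temperature before Ub-Rho is added at 150nM final. Fluorescence rise is then followed for 6 reads every 60 seconds.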
Numbers without * were called inactive; ? = inconclusive; . = no result given; & = joins results of further samples; [ ] = dose if it differs, or a comment. Unless noted, the call rests on the fitted dose curve; in most records, active means well fitted curve in the direction sought with a large enough effect; inconclusive means small, poorly fitted or top-dose-only effect, or another doubt; inactive means no such curve, though single readings can be large; an effect the other way counts as inactive or inconclusive. Only part of the results is shown; rates above refer to the full screens.

Values run as follows: Vif-A3F inh | TrxR1 inh | mIDH1 inhibitor | LDHA block | TrxR1 substrate | RGS4 inh | GRP78 ERSR act | Vif-A3G inh | USP1-UAF1 inh
- NS(=O)(=O)c1ccc(NC(=S)NNC(=O)CCC(=O)Nc2ccccc2Cl)cc1
 : -11% | -7% | -8% | -4 | 6% | -14% | 3% | 2% | -14%
- CCOC(=O)Cc1cnc(NC(=O)CSc2nc(N)cc(N)n2)s1
 : -5% | 34%[57.1 µM] | 2% | 1 | 0%[57.1 µM] | -22% | 5% | 0% | -19%
- NCCCCCNC(=O)/C=N\O
 : -2% | 6%[57.1 µM] | 4% | -5 | 9%[57.1 µM] | 7% | -6% | 1% | -6%
- Cc1ccc(C2(c3ccc(C)cc3)NC(=O)N(CC(N)=O)C2=O)cc1
 : -4% | -4% | 1% | -2 | -1% | 2% | 2% | -3% | ?
- Cc1n[nH]c(=O)c2c(NC(=O)COC(=O)COc3cccc(Br)c3)oc(C)c12
 : 3% | -24% | 6% | 8 | -4% | -12% | -5% | 2% | -9%
- COc1ccc(Cl)cc1NC(=O)CN(C)Cc1ccc(OC)c(OC)c1
 : -7% | 27%[57.1 µM] | 8% | -19 | -3%[57.1 µM] | -24% | -4% | 0% | -18%
- CC1(OC(=O)C2CCCC2)C(=O)C=C2C=C(c3ccsc3)N(CCc3c[nH]c4ccccc34)C=C2C1=O (stereo not given)
 : -1% | 5% | 12% | 1 | -6% | -9% | -1% | 1% | -25%
- Cc1ccc(NC(=O)Cn2c(-c3cncs3)nc3ccccc32)c(Br)c1
 : 0% | 21% | -15% | -6 | 2% | -21% | -5% | -9% | -22%
- O=C(Nc1ncc(Cc2cccc(Cl)c2Cl)s1)c1ccc([N+](=O)[O-])cc1
 : . | -5% | 1% | 1 | 0% | 11% | -4% | -6% | -7%
- Cc1cccc(-n2cc[nH]c2=S)c1
 : -9% | -6%[57.1 µM] | 0% | 0 | 3%[57.1 µM] | ? | 0% | 2% | -12%
- O=C(Nc1ccccc1C(=O)N1CCOCC1)c1noc2c1CCCC2
 : 2% | 7% | 10% | -7 | 6% | -3% | -1% | -3% | 3%
- COc1ccc(-c2[nH]ncc2CN2CCN(Cc3cccs3)CC2)c(F)c1
 : 7% | 15% | -11% | -1 | -3% | -48% | -1% | 4% | -10%
- CCOC(=O)CC(NC(=O)c1cc2cc(Cl)ccc2oc1=O)c1ccc(C)cc1 (stereo not given)
 : 0% | 8% | 4% | 6&-5 | -2% | 19% | -2% | 0% | -13%
- Cc1nc2ccc(C(=O)OCc3nnc(-c4ccccc4)o3)cc2nc1C
 : 2% | -17% | 9% | 9 | -12% | -29% | -1% | 2% | -8%
- O=C(NCc1ccccc1)N1CCN(c2ccccc2)CC1
 : -2% | -3% | -19% | -12 | -8% | 4% | 3% | -6% | -1%

Additional compounds
Values run as follows: Vif-A3F inh | TrxR1 inh | mIDH1 inhibitor | LDHA block | TrxR1 substrate | RGS4 inh | GRP78 ERSR act | Vif-A3G inh | USP1-UAF1 inh
- Nc1cc(=O)[nH]c(SCC(=O)Nc2ccc(S(=O)(=O)N3CCCCC3)cc2)n1
 : 10% | 38%[57.1 µM] | 7% | -4 | 13%[57.1 µM] | -1% | -5% | 0% | 2%
- CCN(CCCNC(=O)C1CCN(S(=O)(=O)c2cnc[nH]2)CC1)c1ccccc1
 : -7% | 8%[57.1 µM] | 0% | 10 | 4% | -12%[11.4 µM] | -5% | 1% | 5%
- COc1cc([C@@H]2CC=C(C(=O)O)[C@H](c3ccc(Cl)cc3)N2S(=O)(=O)c2ccc(C)cc2)cc(OC)c1OC
 : 3% | 13%[57.1 µM] | 5% | -4 | 12%[57.1 µM] | 5% | 0% | 2% | -11%
- O=C(NN1CCOCC1)c1cnn2c(C(F)F)cc(-c3ccccc3)nc12
 : 7% | 25% | -8% | -1 | -2% | 5% | -2% | 2% | -25%
- O=C1COc2ccc(C(=O)COC(=O)c3ccc4ccccc4n3)cc2N1
 : -7% | -1% | 2% | -8 | 0% | ? | -5% | -4% | -18%
- Cc1ccc(-c2ocnc2C(=O)N2CCOCC2)cc1
 : 12% | -2% | -6% | -7 | -8% | 31% | 5% | 4% | -5%
- COc1cccc(-n2c(N)cc(=O)nc2SCC(=O)N2CCN(c3ccccc3)CC2)c1
 : 7% | 23% | 7% | 4 | 8% | 0% | -4% | 1% | -10%
- Cc1cccc(N2CCN(C(=O)Cn3nc(C)c4sc5ccccc5c4c3=O)CC2C)c1 (stereo not given)
 : -9% | 11% | 10% | 3 | 10% | -1% | -4% | 3% | -24%
- C=Cn1c(C(=O)O)ccc1-c1ccc(CC)cc1
 : 9% | -7% | 20% | -1 | 3% | -19% | -3% | -1% | -12%
- Cc1c(C2(O)CCCCC2)[nH]c2ccc(C#N)cc12
 : -5% | 0% | 2% | -6 | -5% | 11% | 2% | -6% | 10%
- CCC1=C(OC(=O)N(CC)CC)N2C(=O)OC(=NCCc3c[nH]c4ccccc34)[C@]2(C)[C@H]2C1=CC[C@H]1C(=O)N(CC)C(=O)[C@H]12
 : -6% | 12% | -10% | 1 | 0% | 8% | 0% | 0% | -24%
- C[C@H]1CC[C@]2(O[C@H](CCO)C[C@@H](O)[C@@H]2O)O1
 : -2% | 29%[57.1 µM] | -2% | -10 | 10%[57.1 µM] | 7% | -1% | 6% | -1%
- CCOCCCNC(=O)Cn1nc(-c2ccccc2)ccc1=O
 : 1% | -3% | 2% | -1 | -2% | -5% | 1% | 0% | ?
- NC1=NC(=O)C(CC(=O)Nc2ccc3c(c2)OCO3)S1 (stereo not given)
 : 6% | 16%[57.1 µM] | 3% | 0 | -21%[57.1 µM] | -11% | 0% | 2% | -3%
- O=C1CC(C(=O)O)(c2ccccc2)c2cccc(F)c21 (stereo not given)
 : 5% | -6%[57.1 µM] | -2% | -5 | 10%[57.1 µM] | -3% | -3% | -3% | 0%

A few values from the list:
COc1cccc(-n2c(N)cc(=O)nc2SCC(=O)N2CCN(c3ccccc3)CC2)c1 @ Vif-A3F inh: 7%
CCN(CCCNC(=O)C1CCN(S(=O)(=O)c2cnc[nH]2)CC1)c1ccccc1 @ TrxR1 substrate: 4%
Cc1cccc(N2CCN(C(=O)Cn3nc(C)c4sc5ccccc5c4c3=O)CC2C)c1 (stereo not given) @ LDHA block: 3

(next part)
Values run as follows: Vif-A3F inh | TrxR1 inh | mIDH1 inhibitor | LDHA block | TrxR1 substrate | RGS4 inh | GRP78 ERSR act | Vif-A3G inh | USP1-UAF1 inh
- CCC(C#CCN1CCOCC1)(CC)OCCC#N
 : 4% | 11% | 6% | -3 | 8% | -5% | 0% | -3% | -22%
- CCN(CC)C(=O)c1cc(C(C)(C)C)c(O)c(C(C)(C)C)c1
 : -2% | -8%[57.1 µM] | 4% | -1 | 1%[57.1 µM] | -10% | -4% | 4% | -20%
- CCn1ccnc1CNCc1ccc(OCC(O)CN(C)Cc2ccccc2)cc1 (stereo not given)
 : 0% | 7% | -15% | -2 | 2% | 28% | -5% | 1% | -19%
- CC(Oc1ccc(Cl)cc1Cl)C(=O)Nc1ccc(O)cc1 (stereo not given)
 : 10% | 27%[57.1 µM] | -3% | -4 | 6%[57.1 µM] | 29% | 4% | -5% | -9%
- COCCN1C(=O)N(c2cccc(C)c2)C(=O)C1CC(=O)Nc1ccc(F)cc1 (stereo not given)
 : -7% | -5%[57.1 µM] | 1% | -8 | 2%[57.1 µM] | 0% | 3% | -4% | -1%
- COc1ccccc1N1CCN(CCCN2C(=O)C3CCCN3C2=O)CC1 (stereo not given)
 : -2% | 24% | 16% | 1 | 11% | -19% | -6% | 0% | -20%
- O=C(CS(=O)(=O)c1cn(Cc2ccccc2Cl)c2ccccc12)N1CCOCC1
 : -3% | -1% | 0% | 2 | -3% | -8% | -4% | 1% | -10%
- CCOc1ccccc1NC(=O)NCc1ccccc1F
 : 0% | 13% | 3% | -6 | -1% | 29% | 1% | 0% | 5%
- CCOc1cccc(C2C=C(c3ccc4c(c3)OCO4)NC(c3ccc(Br)cc3)N2)c1O (stereo not given)
 : . | -10% | . | 2 | 6%[0.0914 µM] | -3% | 13% | -10% | .
